# Compound activity deposited in PubChem by National Center for Advancing Translational Sciences (NCATS).
# NPC1 promoter act: activators of NPC1 promoter; Huh7 NPC1 promoter luciferase reporter, 24 h; Potency, µM (series often up to 9.22 µM), for the others: top-dose activation, hits mostly activators; actives 2.4% (n = 320,000); AID 485313;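 further: potency means the concentration at half of the fitted maximal effect; % of control where 0% means no effect; nearly all actives have a fitted effect of over 60% in size; reporter is driven by a mutant NPC1 promoter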
#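 Huh7 reporter cells (NPC1 promoter driving luciferase) are dosed with compound for 24 h at 37 °C, 5% CO2; luciferase detection reagent is then added and luminescence measured after 10 min at ambient temperature.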
# FLuc counter: firefly luciferase modulation, counter-screen for miR-21 project | P08659 | purified FLuc, Km substrates, luminescence inhibition | Potency, µM (doses to about 57.5 µM), for the others: top-dose activity change, negative = inhibition, actives largely listed as inhibitors | actives 6.9% (n = 360,000);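 further: potency means the concentration at half of the fitted maximal effect; plate controls were vehicle for no effect and reference inhibitor for full effect; nearly all actives have a fitted effect of over 55% in size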
# Target sequence (P08659 whole entry, looked up): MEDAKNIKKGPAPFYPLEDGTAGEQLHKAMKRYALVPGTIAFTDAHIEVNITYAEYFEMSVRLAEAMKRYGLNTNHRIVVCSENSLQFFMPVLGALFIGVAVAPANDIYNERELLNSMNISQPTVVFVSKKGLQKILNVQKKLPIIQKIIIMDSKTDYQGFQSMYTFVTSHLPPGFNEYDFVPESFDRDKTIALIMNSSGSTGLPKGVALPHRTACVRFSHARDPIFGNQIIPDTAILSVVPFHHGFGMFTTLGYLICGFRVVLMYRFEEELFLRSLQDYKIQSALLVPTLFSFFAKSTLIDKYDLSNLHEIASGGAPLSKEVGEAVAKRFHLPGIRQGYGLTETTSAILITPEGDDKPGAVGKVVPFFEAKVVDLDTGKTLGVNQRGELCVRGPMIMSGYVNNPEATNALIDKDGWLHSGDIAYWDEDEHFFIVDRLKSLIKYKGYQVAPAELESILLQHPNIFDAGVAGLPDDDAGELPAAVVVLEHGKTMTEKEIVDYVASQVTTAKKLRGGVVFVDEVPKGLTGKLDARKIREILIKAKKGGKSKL
#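 Biochemical qHTS of compounds, final roughly 60 µM downward over six points, against 10 nM purified firefly luciferase using Km concentrations of substrates (10 uM D-luciferin, 10 uM ATP) in Tris acetate pH 7.5 buffer; luminescence output.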
# uPA surface inh: blocks generation of uPA at the cell surface. cell surface uPA generation assay, qHTS. Potency, µM (doses to about 38.3 µM), without a hit: at the top dose activity change, negative = inhibition, most hits filed as inhibitors. actives 0.31% (n = 330,000); active means well fitted inhibition curve with a large enough effect; inconclusive means small, poorly fitted or top-dose-only effect; inactive means no such curve, though single readings can be large or run the other way; tested in mouse RAW 264.7 cells; further: potency means the concentration at half of the fitted maximal effect; on the % scale 0 is the no-effect control and ±100 the full control effect; nearly all actives have a fitted effect of over 55% in size
# RORgamma inh: blocks mouse ROR gamma transcriptional activity; P51450; Drosophila S2 Gal4-RORgamma UAS-luciferase reporter, 20 h; Potency, µM (titrated, usually from 53.6 µM), inactives show top-dose activity change, negative = inhibition, actives largely listed as inhibitors; actives 5.4% (n = 310,000); AID 2551; further: potency means the concentration at half of the fitted maximal effect; on the % scale 0 is the no-effect control and ±100 the full control effect; nearly all actives have a fitted effect of over 60% in size
#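 Stably transfected Drosophila Schneider cells are the test system, with ROR gamma fused to Gal4 and luciferase under UAS control; luminescence is read after 20 hr of 700 uM copper sulfate induction at ambient temperature.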
# Giardia killer: Giardia lamblia killing | Giardia lamblia trophozoite viability | activity change, % at 7.66 µM, hits read low | actives 0.15% (n = 340,000) | AID 540267; in the data active means activity change below about -80%; inconclusive means between about -30% and that limit;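 further: parasites exposed to compound for two days anaerobically before the ATP read; on the % scale 0 is the no-effect control and ±100 the full control effect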
#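 Giardia lamblia trophozoites (100 cells/well) were incubated with compounds for 48 h at 37 deg C under anaerobic conditions. Viability was read as ATP content by one-step luminescence after 15-30 min at room temperature.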
# Rab9 prom act: Rab9 promoter activation; Huh7 Rab9 promoter-luciferase reporter, luminescence, 24 h; Potency, µM (doses to about 9.22 µM), for inactives: at the highest dose activation, negative = inhibition, usual class: activators; actives 2.8% (n = 320,000); AID 485297; further: potency means the concentration at half of the fitted maximal effect; % of control where 0% means no effect; nearly all actives have a fitted effect of over 60% in size
#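 Using Huh7 cells stably transfected with Rab9 promoter–luciferase, compounds were incubated 24 h at 37 °C, 5% CO2; luciferase luminescence was read 10 min after reagent addition.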
# Gal4-VP16 FLuc: inhibits Gal4-VP16 luciferase reporter, ROR gamma counter-screen; Drosophila S2 Gal4-VP16 UAS-luciferase, luminescence, 20 h; Potency, µM (doses to about 53.6 µM), inactives show at the highest dose activity, negative = inhibition, actives largely listed as inhibitors; actives 3.5% (n = 310,000);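 further: Gal4-VP16 expression switched on by copper sulfate through the metallothionein promoter; potency means the concentration at half of the fitted maximal effect; on the % scale 0 is the no-effect control and ±100 the full control effect; nearly all actives have a fitted effect of over 50% in size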
# ELG1 genotoxic: induces genotoxicity in HEK293T cells with luciferase-tagged ELG1. Potency, µM (highest dose often 46 µM), for the others: at the top dose activity change, positive = activation, hits mostly activators. actives 1.3% (n = 330,000). HEK293T ELG1-luciferase reporter, luminescence, 16 h. AID 504466; further: potency means the concentration at half of the fitted maximal effect; % of control where 0% means no effect; nearly all actives have a fitted effect of over 60% in size
#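 Step 1: seed 2,000 HEK293T ELG1-luciferase cells per well. Step 2: add compound or DMSO, incubate 16 hr at 37 °C. Step 3: ONE-Glo, 30 min at room temperature, read luminescence.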
# KCNH2 3.1 block: inhibitors of human KCNH2 3.1 potassium channel isoform | U2OS KCNH2 3.1, thallium flux FluxOr; stronger effect = lower value | activity change, % (tested at about 1.8 µM) | actives 0.95% (n = 340,000) | AID 720553;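 active means maximum activity change below -70%; inconclusive means maximum activity change from -70% to -50%; inactive means maximum activity change above -50%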;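 further: thallium influx rate constant from kinetic fluorescence after stimulation buffer; on the % scale 0 is the no-effect control and ±100 the full control effect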
#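 Normalized rate constant (relative to positive and negative DMSO controls) derived from a 2 min kinetic fluorescence read after stimulation; U2OS cells expressing the 3.1 isoform via virus at 1.77 x 10^8 /mL.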
# FBPA coupling cs: inhibits coupling enzyme system, counter-screen for aldolase hits; coupling enzyme system counterscreen, AmpLite Red fluorescence; AID 2472; actives 0.67% (n = 290,000); activity change, negative = inhibition, % at 58.2 µM, hits read low; in the data active means activity change below about -30%; further: on the % scale 0 is the no-effect control and ±100 the full control effect
#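 Compounds tested against the coupling enzymes alone at 57.5 uM final; readout was AmpLite Red fluorescence (525/598 nm) after 20 min at RT.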
# Tb PFK block: blocks T. brucei phosphofructokinase; T. brucei PFK, ADP-Glo luminescence; Potency, µM (highest dose often 57.5 µM), without a hit: top-dose activity, negative = inhibition, most hits filed as inhibitors; actives 0.17% (n = 330,000); AID 485367;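 further: potency means the concentration at half of the fitted maximal effect; 0% = uninhibited 1x PFK enzyme wells and -100% = no-enzyme wells; nearly all actives have a fitted effect of over 60% in size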
# Target sequence (O15648 whole entry, looked up): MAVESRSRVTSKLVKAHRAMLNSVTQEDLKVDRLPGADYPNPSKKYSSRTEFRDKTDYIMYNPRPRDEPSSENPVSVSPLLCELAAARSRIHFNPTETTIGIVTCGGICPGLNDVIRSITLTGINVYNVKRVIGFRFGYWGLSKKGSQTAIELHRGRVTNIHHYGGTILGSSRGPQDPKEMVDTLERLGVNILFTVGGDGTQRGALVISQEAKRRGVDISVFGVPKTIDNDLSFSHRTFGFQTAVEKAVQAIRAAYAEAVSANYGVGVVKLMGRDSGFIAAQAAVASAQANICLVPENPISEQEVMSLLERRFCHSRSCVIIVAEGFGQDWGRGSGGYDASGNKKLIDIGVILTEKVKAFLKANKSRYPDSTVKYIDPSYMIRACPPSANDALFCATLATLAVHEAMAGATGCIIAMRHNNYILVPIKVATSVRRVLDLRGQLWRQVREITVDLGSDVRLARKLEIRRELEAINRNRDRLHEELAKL
#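 1.25 nM PFK with 0.5 mM F6P and 0.1 mM ATP in 0.1 M TEA pH 8.0, 5 mM MgCl2, incubated 45 min at room temperature; ADP measured by ADP-Glo luminescence; compounds titrated up to 57 uM.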
# An asterisk follows results filed as active; ? = inconclusive; . = not tested or not shown; & = joins results of further samples. Unless noted, the call rests on the fitted dose curve; in most records, active means well fitted curve in the direction sought with a large enough effect; inconclusive means small, poorly fitted or top-dose-only effect, or another doubt; inactive means no such curve, though single readings can be large; an effect the other way counts as inactive or inconclusive.
(1) Cn1c(CC(=O)NNC(=O)c2ccc(F)cc2Cl)nc2ccccc21
(2) Cc1ccc(/C=N/Nc2ccc(F)cc2F)s1
(3) O=C(C[N+]12CC[N+](CC(=O)c3ccc(F)cc3)(CC1)CC2)c1ccc(F)cc1
(4) CSc1nc2nc3c(c(=O)n2[nH]1)CCC3
(5) COc1ccc(-n2c3c(cc(C(=O)N4CCCCC4)c2=O)C(=O)CC(C)(C)C3)cc1
(6) COc1ccc(-c2nc(CS(=O)CC(=O)NC(C)CCc3ccccc3)c(C)o2)cc1OC (stereo not given)
(7) O=C(CCSCc1ccc(Cl)cc1)NCCC1=CCCCC1
(8) COc1ccc(C)cc1NC(=O)c1ccc(OCc2c(C)noc2C)cc1

assay / compound	1	2	3	4	5	6	7	8
NPC1 promoter act	-1%	1.6µM*	-4%	-2%	3%	-1%	-4%	.
FLuc counter	2%	13µM*	-3%	6%	1%	1%	3%	.
uPA surface inh	-3%	-5%	-4%	7%	9%	8%	6%	1%
RORgamma inh	.	23%	-7%	-7%	-43%	11%	-1%	.
Giardia killer	-21	19	16	2	-18	-15	-20	13
Rab9 prom act	-1%	?	4%	-3%	-4%	0%	-4%	.
Gal4-VP16 FLuc	.	6%	-9%	3%	1%	-5%	-11%	.
ELG1 genotoxic	-1%	?	0%	5%	-2%	-1%	4%	-2%
KCNH2 3.1 block	1	22	5	-1	16	0	6	-3
FBPA coupling cs	.	-2	2	-2	1	1	1	.
Tb PFK block	-4%	-3%	0%	3%	-1%	2%	1%	6%

(9) COc1ccc(C(=O)Nc2nnc(S(=O)(=O)N3CCOCC3)s2)cc1
(10) COCCCNC(=O)/C=C/c1ccc(OCc2c(F)cccc2Cl)cc1
(11) CN(C)/C=C1\C(=O)N(c2ccc(F)cc2F)C(c2cccnc2)S1(=O)=O (stereo not given)
(12) C/C(N)=C(/C#N)C(=O)CSc1nc2ccccc2c(=O)n1CCCOC(C)C
(13) Nc1c(S(=O)(=O)c2ccccc2)c2nc3ccccc3nc2n1CCN1CCOCC1
(14) COc1ccc2cc(C(c3nnnn3C(C)(C)C)N3CCSCC3)c(=O)[nH]c2c1 (stereo not given)
(15) O=C(NC(=S)NCc1cccnc1)c1cc(Br)ccc1Cl
(16) COc1cccc(SCc2noc(C(=O)NC(C)C)c2C(=O)NC(C)C)c1

assay / compound	9	10	11	12	13	14	15	16
NPC1 promoter act	0%	-7%	-3%	-2%	0%	1%	5%	-2%
FLuc counter	-15%	-19%	0%	0%	2%	1%	0%	0%
uPA surface inh	-4%	-2%	-3%	0%	-3%	-4%	0%	10%
RORgamma inh	14%	?	2%	?	18%	-24%	22µM*	.
Giardia killer	6	-2	8	11	5	4	-6	-3
Rab9 prom act	2%	-13%	-1%	-3%	-9%	-4%	-2%	-2%
Gal4-VP16 FLuc	-2%	?	5%	-10%	3%	-4%	?	.
ELG1 genotoxic	2%	0%	0%	0%	0%	4%	-2%	0%
KCNH2 3.1 block	0	-13	10	19	-15	-41	-4	.
FBPA coupling cs	.	1	0	-1	3	7	.	.
Tb PFK block	2%	1%	-4%	-2%	-5%	-3%	0%	-4%

(17) CCCNC(=O)N1CCN(Cc2ccco2)CC1
(18) C[C@H](NC(=O)c1nc[nH]c1C(=O)N1CCN(c2ccccc2)CC1)C(=O)OCc1ccccc1
(19) COC(=O)CC1Oc2ccc(C)cc2NC1=O (stereo not given)
(20) CCCCNC(=O)c1ccc(CNc2c(N3CCC(C(=O)OCC)CC3)c(=O)c2=O)cc1
(21) CCN(CC)S(=O)(=O)c1cccc(C(=O)N/N=C/c2ccc(O)c(O)c2O)c1
(22) O=C(O)c1cccc(-n2sc3ccccc3c2=O)c1
(23) COCCNC(=O)Cn1c(=O)n(C)c2ccccc21
(24) O=C(NC1CCCCC1)c1cc(-c2ccccc2Cl)on1

assay / compound	17	18	19	20	21	22	23	24
NPC1 promoter act	1%	-9%	1%	-8%	-7%	1%	2%	?
FLuc counter	-3%	1%	0%	11%	?	?	0%	?
uPA surface inh	3%	8%	5%	-1%	-2%	?	0%	.
RORgamma inh	10%	?	19%	30%	-32%	.	4%	2%
Giardia killer	-13	13	17	-8&-7	-13	3	0	-3
Rab9 prom act	-13%	3%	-2%	-4%	-14%	1%	1%	2.8µM*
Gal4-VP16 FLuc	7%	-15%	17%	-11%	-7%	.	8%	6%
ELG1 genotoxic	1%	0%	3%	-2%	1%	0%	3%	21µM*
KCNH2 3.1 block	.	14	-25	-3	-13	-10	2	-12
FBPA coupling cs	-2	2	-1	0	-41*	.	1	1
Tb PFK block	-3%	-7%	-2%	0%	?	6µM*	2%	2%

(25) O=C(CSCc1cccc(F)c1)N1CCN(c2ccccc2)CC1
(26) N#CC1(NC(=O)COC(=O)C23CC4CC(CC(O)(C4)C2)C3)CCCCC1
(27) Cc1cc2c(cc1C)-c1nnnn1C(C)(C)C2
(28) O=C(O)/C=C/C(=O)Nc1ccc(Cc2ccc(NC(=O)/C=C/C(=O)O)cc2)cc1
(29) NS(=O)(=O)c1ccc(-n2cccc2C=O)cc1
(30) COc1ccccc1N(CC(=O)NCCSc1ccc(Cl)cc1)S(C)(=O)=O
(31) OC(CN1CCCCCC1)CN(c1ccccc1)c1ccccc1 (stereo not given)
(32) O=C(Nc1ccc(C(=O)N2CCOCC2)cc1)c1cnn2c(C(F)F)cc(-c3ccccc3)nc12
(33) Cc1ccc(S(=O)(=O)N(C)CC(=O)N2CCN(Cc3ccc4c(c3)OCO4)CC2)cc1
(34) CC(C)(C)n1nc2c(c1NC(=O)c1ccc(Br)o1)CS(=O)C2 (stereo not given)

assay / compound	25	26	27	28	29	30	31	32	33	34
NPC1 promoter act	3.2µM*	-2%	2%	2%	-5%	-3%	2%	-8%	2%	3%
FLuc counter	13µM*	6%	-17%	-14%	-3%	2%	1%	-1%	4%	7%
uPA surface inh	.	6%	.	-3%	.	0%	-29%	-7%	-1%	-2%
RORgamma inh	1%	14%	15%	27%	2%	29%	?	-3%	?	-1%
Giardia killer	-2	-7	-16	19	21	-5	-3	4	-12	-4
Rab9 prom act	?	-4%	0%	1%	17%	-9%	0%	-13%	-1%	-4%
Gal4-VP16 FLuc	17%	-3%	26%	-6%	7%	20%	?	-9%	?	-2%
ELG1 genotoxic	13µM*	7%	9%	-2%	4%	-16%	-3%	2%	-14%	-7%
KCNH2 3.1 block	.	.	4	4	-14	-7	?	12	8	21
FBPA coupling cs	0	.	3	14	1	1	0	1	0	3
Tb PFK block	0%	3%	-3%	15%	2%	1%	0%	0%	1%	0%

# Arranged by length of the SMILES (largest number first): some entries from above
(33) Cc1ccc(S(=O)(=O)N(C)CC(=O)N2CCN(Cc3ccc4c(c3)OCO4)CC2)cc1
(28) O=C(O)/C=C/C(=O)Nc1ccc(Cc2ccc(NC(=O)/C=C/C(=O)O)cc2)cc1
(26) N#CC1(NC(=O)COC(=O)C23CC4CC(CC(O)(C4)C2)C3)CCCCC1
(30) COc1ccccc1N(CC(=O)NCCSc1ccc(Cl)cc1)S(C)(=O)=O
(34) CC(C)(C)n1nc2c(c1NC(=O)c1ccc(Br)o1)CS(=O)C2 (stereo not given)
(25) O=C(CSCc1cccc(F)c1)N1CCN(c2ccccc2)CC1
(24) O=C(NC1CCCCC1)c1cc(-c2ccccc2Cl)on1
(29) NS(=O)(=O)c1ccc(-n2cccc2C=O)cc1
(27) Cc1cc2c(cc1C)-c1nnnn1C(C)(C)C2

assay / compound	33	28	26	30	34	25	24	29	27
NPC1 promoter act	2%	2%	-2%	-3%	3%	3.2µM*	?	-5%	2%
FLuc counter	4%	-14%	6%	2%	7%	13µM*	?	-3%	-17%
uPA surface inh	-1%	-3%	6%	0%	-2%	.	.	.	.
RORgamma inh	?	27%	14%	29%	-1%	1%	2%	2%	15%
Giardia killer	-12	19	-7	-5	-4	-2	-3	21	-16
Rab9 prom act	-1%	1%	-4%	-9%	-4%	?	2.8µM*	17%	0%
Gal4-VP16 FLuc	?	-6%	-3%	20%	-2%	17%	6%	7%	26%
ELG1 genotoxic	-14%	-2%	7%	-16%	-7%	13µM*	21µM*	4%	9%
KCNH2 3.1 block	8	4	.	-7	21	.	-12	-14	4
FBPA coupling cs	0	14	.	1	3	0	1	1	3
Tb PFK block	1%	15%	3%	1%	0%	0%	2%	2%	-3%
